RXFP1 antagonist = qHTS Assay for Antagonists of the Relaxin Receptor RXFP1; HEK293-RXFP1, relaxin-stimulated cAMP HTRF, 30 min; stronger effect = lower value; Relaxin receptor 1 (Homo sapiens), Q9HBX9; 0.59% of 350,000 active; activity change, negative = inhibition, % at 57.5 µM;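 active means activity change of -60% or lower, but not beyond a set lower limit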; further: on the % scale 0 is the no-effect control and ±100 the full control effect
D1 ag = Allosteric Agonists of the Human D1 Dopamine Receptor: qHTS; HEK293 T-REx D1 cells, calcium flux, agonist mode; activation, % at 2 µM; 1% of 360,000 active; in the data active means activation above about 30%; further: 0% is about no effect
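Tetracycline-induced HEK293 TREx D1 cells, force-coupled to calcium signalling, were dye-loaded with a no-wash calcium kit. Compound was pin-added after a 10 s baseline. Fluorescence was read kinetically at 1 cycle/s for 180 s, with calcium rises flagged as agonism.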
D1 antagonist = Antagonist of Human D 1 Dopamine Receptor: qHTS; AID 504652, 2011; 3.2% of 360,000 active; D(1A) dopamine receptor (Homo sapiens), P21728; HEK293 TREx D1 cells, calcium flux, dopamine EC80; stronger effect = lower value; activity change, negative = inhibition, % at 10 µM; in the data active means activity change below about -30%; further: on the % scale 0 is the no-effect control and ±100 the full control effect
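Calcium flux readout: force-coupled, inducible Hek293 Trex D1 line, cells induced overnight at 30 C with tetracycline, dye-loaded 30–90 min at RT. Antagonism scored against EC80 dopamine challenge given 180 s after compound.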
D2 agonist = HTS Assay for Allosteric Agonists of the Human D2 Dopamine Receptor: Primary Screen for Agonists; HEK293 T-REx D2 cells, calcium flux agonist mode; 0.53% of 340,000 active; activation, % at 2 µM; D(2) dopamine receptor (Homo sapiens), P14416; AID 485358, 2010;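 active means activation over 3 SD above normal in the single-dose calcium agonist read, cut at about 30% in these data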; further: 0% is about no effect
Target sequence (P14416 whole entry, looked up): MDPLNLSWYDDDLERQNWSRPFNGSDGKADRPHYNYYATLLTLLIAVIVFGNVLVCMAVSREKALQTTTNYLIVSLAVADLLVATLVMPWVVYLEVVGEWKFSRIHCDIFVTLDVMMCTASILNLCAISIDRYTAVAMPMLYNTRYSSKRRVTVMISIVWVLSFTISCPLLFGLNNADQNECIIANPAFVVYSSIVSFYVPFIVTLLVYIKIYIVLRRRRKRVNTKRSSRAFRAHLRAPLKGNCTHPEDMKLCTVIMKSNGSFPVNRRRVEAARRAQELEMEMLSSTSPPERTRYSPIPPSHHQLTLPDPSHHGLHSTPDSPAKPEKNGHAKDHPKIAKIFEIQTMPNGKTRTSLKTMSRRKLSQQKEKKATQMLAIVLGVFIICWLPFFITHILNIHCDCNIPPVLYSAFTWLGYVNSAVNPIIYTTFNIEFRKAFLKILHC
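Agonism scored from kinetic calcium signal (1 read/sec, 180 s) following compound pin transfer, after a 10 s baseline. Cells: HEK293 Trex line expressing inducible D2 receptor coupled to calcium, dye-loaded after overnight culture at 30 C.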
D2 antagonist = HTS Assay for Allosteric Antagonists of the Human D2 Dopamine Receptor: Primary Screen for Antagonists; D(2) dopamine receptor (Homo sapiens), P14416; HEK293 TREx D2 cells, calcium flux, dopamine EC80; inhibition, % at 10 µM; 2% of 340,000 active; AID 485344, 2010; in the data active means inhibition above about 30%; further: 0% is about no effect
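Measurement of antagonist activity uses fluorescent calcium dye in inducible HEK293 T-REx D2 cells: 10 s baseline, compound addition with 180 s read, EC80 dopamine addition with a further 180 s read.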
D2 potentiator = HTS Assay for Positive Allosteric Modulators of the Human D2 Dopamine Receptor: Primary Screen for Potentiators. D(2) dopamine receptor (Homo sapiens), P14416. 0.34% of 340,000 active. potentiation, % at 10 µM. HEK293 T-REx D2, calcium flux, EC20 dopamine potentiation;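 active means potentiation over 3 SD above the plate norm, cut at about 30% in these data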; further: 0% is about no effect
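Tetracycline-induced Hek293 Trex D2 cells, force-coupled to calcium, loaded with no-wash calcium dye. Compound added with 180 s kinetic read for agonism, then EC20 dopamine and a further 180 s read for potentiation.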
RXFP1 ag = qHTS Assay for Agonists of the Relaxin Receptor RXFP1. AID 2676, 2010. HEK293T-RXFP1 cAMP TR-FRET, 30 min; response scale: percent of porcine relaxin response, buffer zero. Relaxin receptor 1 (Homo sapiens), Q9HBX9. Potency, µM (highest dose often 57.5 µM), without a hit: top-dose activation, usual class: activators. 0.3% of 370,000 active; active means well fitted activation curve with a large enough effect; further: potency means the concentration at half of the fitted maximal effect; on the % scale 0 is the no-effect control and ±100 the full control effect; nearly all actives have a fitted effect of over 60% in size; many of its hits are not listed in these tables
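cAMP rise read by TR-FRET after 30 min, 37C compound exposure (up to 58 uM) in RXFP1-transfected HEK293 cells with Ro 20174 present. EC50 from Hill-equation fits, with 29 nM porcine relaxin as 100% and buffer as basal.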
TRHR PAM = qHTS for Small Molecule Agonists and Allosteric Enhancers of Human TRH Receptor: Primary Screen for Enhancers | Thyrotropin-releasing hormone receptor (Homo sapiens), P34981 | TRHR cells, fluo-8 calcium fluorescence, EC20 TRH enhancement | enhancement, % at 2 µM | 0.66% of 360,000 active; in the data active means enhancement above about 30%; further: 0% is about no effect
Target sequence (P34981 whole entry, looked up): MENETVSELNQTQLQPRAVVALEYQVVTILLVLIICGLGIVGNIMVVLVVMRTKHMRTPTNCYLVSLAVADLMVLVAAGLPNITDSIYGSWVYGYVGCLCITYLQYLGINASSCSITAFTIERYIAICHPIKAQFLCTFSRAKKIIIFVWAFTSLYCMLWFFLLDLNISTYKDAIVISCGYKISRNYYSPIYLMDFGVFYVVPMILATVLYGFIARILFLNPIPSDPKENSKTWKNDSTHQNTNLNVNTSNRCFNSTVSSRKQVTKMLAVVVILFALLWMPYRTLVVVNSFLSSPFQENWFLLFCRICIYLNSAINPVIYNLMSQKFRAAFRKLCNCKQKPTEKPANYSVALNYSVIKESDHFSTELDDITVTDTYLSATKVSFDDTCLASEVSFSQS
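TRHR-expressing cells loaded with fluo-8 calcium dye were read kinetically (ex 480/em 530) during compound addition, then stimulated with an EC20 of TRH (10 nM final). Enhancement of the Gq-mediated intracellular calcium response was scored.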
D1 potentiator = Potentiators of Human D1 Dopamine Receptor: qHTS | HEK293 TREx D1 cells, calcium flux, dopamine EC20 potentiation | potentiation, % at 10 µM | 0.036% of 360,000 active | AID 504651, 2011; in the data active means potentiation above about 30%; further: 0% is about no effect
Numbers without * were called inactive; · = not tested or not shown.

Value order: RXFP1 antagonist | D1 ag | D1 antagonist | D2 agonist | D2 antagonist | D2 potentiator | RXFP1 ag | TRHR PAM | D1 potentiator
> CC(=O)Nc1ccc(NC(=O)c2ccc(C3SCC(=O)N3CCc3ccccc3)cc2)cc1 (stereo not drawn)
→ -1 | 6 | -52* | -0.5 | 15 | 15 | 1.0% | -2 | -2
> CCCCSC1(SCCCC)N=C(N)C2(C#N)C(c3ccccc3)NC(C)=CC12C#N (stereo not drawn)
→ -10 | 1 | 23 | -1.1 | 4 | -5 | -0.8% | -6 | -3
> Cc1ccc(CN(C)C(=O)C2CCCN2C(=O)c2cccs2)o1 (stereo not drawn)
→ 2 | 0 | -1 | 0.5 | 22 | -9 | 5.9% | 6 | 0
> O=C(Nc1cc(Cl)ccc1F)c1ccc(-n2cncn2)c([N+](=O)[O-])c1
→ 9 | 0 | -27 | 0.7 | 15 | 3 | 0.4% | -2 | -1
> Cc1cccc(OCC(=O)NCC2CCCO2)c1C (stereo not drawn)
→ -8 | 1 | 10 | 0.0 | 8 | -1 | 2.4% | -1 | 0
> Cc1c(NS(=O)(=O)c2ccc(Cl)c(C(=O)OC(C)C(=O)N3CCOCC3)c2)c(=O)n(-c2ccccc2)n1C (stereo not drawn)
→ -3 | 3 | -2 | -1.4 | -24 | 4 | 6.0% | -3 | -1
> O=C(Cc1ccccc1)NC(c1ccco1)c1c(O)ccc2ccccc12 (stereo not drawn)
→ -20 | 3 | -21 | -1.7 | 5 | 10 | 1.1% | 3 | -4
> CCC(C(=O)O/N=C(\N)c1ccc(Cl)cc1)c1ccccc1 (stereo not drawn)
→ 6 | 6 | 4 | -0.5 | -6 | -1 | 2.4% | -2 | -8
> CCOC(=O)c1c(C)nc2sc3c(=O)[nH]cnc3c2c1-c1ccc(OC)cc1
→ -9 | 1 | 12 | 3.2 | -9 | 5 | 10% | 7 | -1
> Cc1nc(C)c(C(=O)Nc2ccccc2)s1
→ -4 | 6 | 5 | -0.1 | 13 | 1 | -0.1% | 8 | -3

3 entries out of the list above, sorted by the number in TRHR PAM, smallest number first:
structure	RXFP1 antagonist	D1 ag	D1 antagonist	D2 antagonist	D2 potentiator	RXFP1 ag	TRHR PAM	D1 potentiator
Cc1c(NS(=O)(=O)c2ccc(Cl)c(C(=O)OC(C)C(=O)N3CCOCC3)c2)c(=O)n(-c2ccccc2)n1C (stereo not drawn)	-3	3	-2	-24	4	6.0%	-3	-1
O=C(Cc1ccccc1)NC(c1ccco1)c1c(O)ccc2ccccc12 (stereo not drawn)	-20	3	-21	5	10	1.1%	3	-4
CCOC(=O)c1c(C)nc2sc3c(=O)[nH]cnc3c2c1-c1ccc(OC)cc1	-9	1	12	-9	5	10%	7	-1

Other compounds:
Value order: RXFP1 antagonist | D1 ag | D1 antagonist | D2 agonist | D2 antagonist | D2 potentiator | RXFP1 ag | TRHR PAM | D1 potentiator
> COc1ccc(NC(=O)C(c2ccc(C)cc2)N(C)C(=O)CC2NC(=O)NC2=O)cc1 (stereo not drawn)
→ -8 | 4 | -5 | 1.7 | 12 | 0 | 3.6% | -3 | 3
> CN1CCN(C(=O)/C=C/c2ccc(Cl)c(Cl)c2)CC1
→ -8 | 6 | -2 | 0.7 | -2 | -21 | 1.8% | -4 | 0
> O=C(Cn1cnc2nc3c(cc2c1=O)CCCC3)N1CCN(c2cccc(C(F)(F)F)c2)CC1
→ -11 | 7 | 10 | -0.9 | · | -4 | -1.8% | -3 | 0
> O=C(Nc1ccc(Cc2ccncc2)cc1)C1CCC(N2C(=O)C3CC=CCC3C2=O)CC1 (stereo not drawn)
→ -1 | 13 | -6 | 0.4 | -3 | 27 | 0.6% | 2 | 2
> COc1cccc(OC)c1C(=O)Nc1nc2ccc(S(C)(=O)=O)cc2s1
→ -2 | 2 | -21 | 0.7 | -26 | -1 | 1.7% | -2 | 2
> O=C(c1ccccc1)c1c(O)cc(-c2ccccc2)oc1=O
→ 21 | 3 | -9 | -0.2 | -1 | -2 | 0.3% | 6 | 1
> COc1ccc(-c2nc(Cn3c(SCc4cccc(F)c4)nc4cccnc43)c(C)o2)cc1
→ -1 | 10 | 10 | · | · | -1 | -1.0% | 2 | 3
> Cc1ccc(NC(=O)CSc2ncccn2)cc1F
→ 8 | 4 | -13 | 0.5 | 1 | -13 | 0.8% | -5 | -7
> Cc1c(NC(=O)CN2c3ccccc3CC2C)c(=O)n(-c2ccccc2)n1C (stereo not drawn)
→ -11 | 0 | 4 | · | · | -1 | -0.2% | 1 | 10
> CN(C)c1ccc(C(=O)NC2CCCc3ccccc32)cc1 (stereo not drawn)
→ -7 | 2 | -13 | 0.7 | 15 | -4 | 1.2% | -1 | -2
> COc1cc(C2C(C(C)=O)=C(O)C(=O)N2CCc2ccc(OC)c(OC)c2)ccc1O (stereo not drawn)
→ 5 | 5 | -8 | -0.3 | 4 | -4 | -0.8% | 15 | -7
> COc1ccc(OCCOC(=O)c2cc(S(=O)(=O)N3CCOCC3)c(Cl)cc2Cl)cc1
→ -31 | 14 | -6 | 1.2 | 5 | 7 | 2.2% | -3 | -11
> COc1ccc(S(=O)(=O)N2CCCCC2)cc1NC(=O)CSc1ncccn1
→ 8 | 1 | -2 | 0.1 | 5 | -11 | 5.0% | -3 | -4
> COc1ccc(OC)c(NS(=O)(=O)c2cccs2)c1
→ 4 | 1 | -5 | 0.1 | 16 | -1 | 0.5% | -6 | -4
> O=C(NCc1ccc(F)cc1)c1ccc[nH]1
→ 0 | 1 | 5 | 0.6 | 6 | -2 | 3.3% | -7 | -6
> CCCN1CCC(=O)N([C@H](CSc2ccc(OC)cc2)CC(C)C)CC1
→ · | 0 | -34* | -0.1 | 3 | -2 | -0.4% | -6 | -2
> CC12CN3CC(c4ccccc4)(CN(C1)C3c1ccc(O)cc1)C2=O (stereo not drawn)
→ · | -1 | 9 | 0.0 | · | -1 | 0.8% | -3 | -2
> CCOc1ccc(CC(=O)Nc2cccc(-c3ccc4nnc(C)n4n3)c2)cc1
→ -2 | 3 | -32* | -1.1 | 0 | 6 | 5.4% | 17 | 3
> CCC(C)[C@H](NC(=O)N1CC(=O)Nc2ccccc21)C(=O)N[C@@H](C(=O)O)c1ccccc1 (stereo partly drawn)
→ 21 | 0 | 25 | 0.7 | 8 | -4 | 1.7% | -6 | -2
> O=C(Nc1cccc(C(=O)Nc2ccccc2F)c1)c1ccccc1
→ -6 | 3 | 0 | -1.0 | 1 | 10 | 0.8% | 2 | -2
> CCOC(=O)Nc1ccccc1C(=O)N1CCOCC1
→ 0 | 3 | -7 | -0.4 | -14 | -4 | 1.1% | -1 | 0
> COc1ccc(C2CC(C(F)(F)F)n3nc(C(=O)Nc4ccc5c(c4)OCO5)cc3N2)cc1 (stereo not drawn)
→ 1 | 2 | -20 | -1.7 | -21 | -6 | 0.6% | -10 | -7
> Cc1cc(C)cc(C(=O)NCC(=O)OCC(=O)c2c(N)n(C)c(=O)n(C)c2=O)c1
→ -7 | 4 | 10 | · | · | · | 2.4% | 7 | ·
> COc1ccc(-c2noc(C(=O)NCc3ccccc3Cl)n2)cc1OC
→ 4 | 2 | -25 | -0.3 | -15 | -3 | -1.1% | -4 | -6
> CCOc1cc(CO)cc(Br)c1OCC(N)=O
→ 2 | 9 | 13 | 0.0 | 1 | 0 | -0.7% | 3 | 4
> Cc1ccc(C)c(N2CCN(C(=S)Nc3ccc4nc(N5CCN(C)CC5)cc(C)c4c3)CC2)c1
→ -17 | 18 | -61* | 0.8 | -2 | -13 | 16% | 5 | -13
> COc1cc(C2=Nc3c(c(C)nn3-c3ccccc3)P(=O)(N3CCOCC3)O2)cc(OC)c1OC (stereo not drawn)
→ 4 | 2 | 2 | -0.4 | -4 | -1 | 0.7% | -5 | -8
> CC(C)CCn1c(SCCN2CCOCC2)nc2c1c(=O)[nH]c(=O)n2C
→ 8 | 0 | 4 | · | · | · | 2.9% | -7 | 6
> COC(=O)c1c(NC(=O)C2Cc3ccccc3C(=O)O2)sc2c1CCCC2 (stereo not drawn)
→ -7 | 3 | 4 | 0.6 | 5 | 1 | 1.0% | -2 | -6
> Cc1cccc(C)c1NC(=S)N(Cc1ccccc1)Cc1cccs1
→ -23 | 3 | -11 | 0.0 | -16 | 0 | 3.5% | -7 | -10
> O=C(Oc1ccccc1F)C1CCN(C(=O)c2ccc(F)cc2)CC1
→ -16 | 9 | -24 | 0.2 | 1 | -1 | 3.3% | 16 | -11
> CCOC(=O)Cn1nc(C)c(-c2ccccc2)c1N
→ -2 | 0 | 40 | 0.5 | 10 | -3 | 3.3% | -1 | 0
> CC(C)(NC(=O)N1CCCC1)c1cccc(C(C)(C)NC(=O)N2CCCC2)c1
→ 4 | 2 | -6 | 0.1 | 0 | -7 | 0.7% | 1 | -2
> O=C(NC1CCCCC1)NC12CC3CC(CC(C3)C1)C2
→ -11 | -3 | -12 | 0.1 | -3 | 7 | -3.0% | -2 | -2
> Cc1ccc(S(=O)(=O)c2c(C)nn(C(C)(C)C)c2OC(=O)c2cccs2)cc1
→ -7 | 4 | -10 | -0.1 | -1 | -2 | 2.9% | -6 | -8
> O=C(N/N=C/C=C/c1ccco1)c1ccccc1Cl
→ -82* | 0 | 18 | 0.6 | 2 | · | 1.5% | 10 | -1
> O=C(CSc1nnc(-c2ccc(Cl)cc2)n1Cc1ccco1)c1cccs1
→ -18 | 3 | -25 | -0.1 | -32 | 4 | -0.2% | -6 | -5
> CCOC(=O)NC(=O)CSc1nnnn1-c1ccccc1
→ 4 | 4 | 8 | -0.4 | 0 | 4 | 1.0% | -19 | -3
> O=C(O)COc1ccccc1/C=N/NC(=O)C(O)c1ccccc1 (stereo not drawn)
→ -5 | -1 | -2 | 0.0 | -15 | 1 | 0.5% | 4 | -5
> O=C(O)COc1ccc(/C=N/NC(=O)COc2nsnc2N2CCOCC2)cc1
→ -1 | 3 | -5 | -1.6 | 19 | 4 | -2.5% | -3 | -4
> CC(C)(CNC(=O)c1cccc(S(=O)(=O)NCc2ccccc2)c1)N1CCOCC1
→ -9 | 0 | -4 | 0.2 | 9 | -2 | -1.1% | 7 | -5

Source: PubChem BioAssay (National Center for Advancing Translational Sciences (NCATS))

An excerpt; the hit share may differ from the screen's.
